MsrA act = activates bovine MsrA enzyme | AID 602163 | activation, % at 10.6 µM | 360,000 compounds, 0.3% hits | purified bovine MsrA, absorbance read-out; in the data active means activation above about 7.5%;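 further: 0% = vehicle and 100% = reference activator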
SKN-1 block = C. elegans SKN-1 inhibition; AID 624304; 360,000 compounds, 0.49% hits; C. elegans VP596 Pgst-4::GFP/RFP ratio, acrylamide-induced, 24 h; inhibition, % at 21.8 µM;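 active means interference check ratio from 0.5 to 1.5 plus GFP to RFP signal ratio inhibition reaching or exceeding a fixed threshold, cut at about 30% in these data, passing the limit was not always enough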; further: some compounds called inactive have numbers as strong as hits
Rin1 Abl inh = inhibitors of human Rin1-Abl protein interaction; AID 588664; inhibition, % at 7.35 µM; TR-FRET Rin1/Abl binding, biochemical; 360,000 compounds, 0.4% hits; P00519+Q13671; in the data active means inhibition above about 5%, passing the limit was not always enough
Target sequence (P00519 whole entry, looked up): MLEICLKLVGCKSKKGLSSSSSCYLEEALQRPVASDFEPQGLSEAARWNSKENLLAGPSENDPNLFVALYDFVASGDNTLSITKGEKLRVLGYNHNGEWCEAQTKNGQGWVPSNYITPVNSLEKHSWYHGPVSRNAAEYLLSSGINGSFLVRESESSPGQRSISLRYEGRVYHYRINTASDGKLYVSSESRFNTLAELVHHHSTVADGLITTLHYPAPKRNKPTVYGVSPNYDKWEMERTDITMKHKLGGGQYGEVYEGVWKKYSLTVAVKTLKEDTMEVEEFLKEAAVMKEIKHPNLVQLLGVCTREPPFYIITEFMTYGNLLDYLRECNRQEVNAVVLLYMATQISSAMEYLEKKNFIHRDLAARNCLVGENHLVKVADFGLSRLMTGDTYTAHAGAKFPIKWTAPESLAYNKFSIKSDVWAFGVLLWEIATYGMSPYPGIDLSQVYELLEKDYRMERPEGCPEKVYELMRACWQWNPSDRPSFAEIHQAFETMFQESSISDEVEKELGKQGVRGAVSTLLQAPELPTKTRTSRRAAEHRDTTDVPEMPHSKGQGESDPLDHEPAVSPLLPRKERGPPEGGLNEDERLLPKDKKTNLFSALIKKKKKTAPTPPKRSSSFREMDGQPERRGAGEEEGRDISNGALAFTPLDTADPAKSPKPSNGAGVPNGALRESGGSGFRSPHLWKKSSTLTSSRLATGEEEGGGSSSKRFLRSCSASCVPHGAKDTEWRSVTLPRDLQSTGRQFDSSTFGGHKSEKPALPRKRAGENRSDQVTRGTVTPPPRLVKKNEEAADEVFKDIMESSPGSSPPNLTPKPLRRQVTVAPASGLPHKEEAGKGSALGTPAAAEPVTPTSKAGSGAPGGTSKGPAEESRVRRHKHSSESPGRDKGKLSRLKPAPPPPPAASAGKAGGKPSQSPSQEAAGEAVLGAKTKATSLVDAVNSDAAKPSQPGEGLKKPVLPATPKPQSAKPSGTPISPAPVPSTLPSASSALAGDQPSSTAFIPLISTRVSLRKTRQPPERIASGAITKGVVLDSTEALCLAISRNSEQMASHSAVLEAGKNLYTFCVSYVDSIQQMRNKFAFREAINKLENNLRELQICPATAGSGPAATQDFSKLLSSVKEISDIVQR
Target sequence (Q13671 whole entry, looked up): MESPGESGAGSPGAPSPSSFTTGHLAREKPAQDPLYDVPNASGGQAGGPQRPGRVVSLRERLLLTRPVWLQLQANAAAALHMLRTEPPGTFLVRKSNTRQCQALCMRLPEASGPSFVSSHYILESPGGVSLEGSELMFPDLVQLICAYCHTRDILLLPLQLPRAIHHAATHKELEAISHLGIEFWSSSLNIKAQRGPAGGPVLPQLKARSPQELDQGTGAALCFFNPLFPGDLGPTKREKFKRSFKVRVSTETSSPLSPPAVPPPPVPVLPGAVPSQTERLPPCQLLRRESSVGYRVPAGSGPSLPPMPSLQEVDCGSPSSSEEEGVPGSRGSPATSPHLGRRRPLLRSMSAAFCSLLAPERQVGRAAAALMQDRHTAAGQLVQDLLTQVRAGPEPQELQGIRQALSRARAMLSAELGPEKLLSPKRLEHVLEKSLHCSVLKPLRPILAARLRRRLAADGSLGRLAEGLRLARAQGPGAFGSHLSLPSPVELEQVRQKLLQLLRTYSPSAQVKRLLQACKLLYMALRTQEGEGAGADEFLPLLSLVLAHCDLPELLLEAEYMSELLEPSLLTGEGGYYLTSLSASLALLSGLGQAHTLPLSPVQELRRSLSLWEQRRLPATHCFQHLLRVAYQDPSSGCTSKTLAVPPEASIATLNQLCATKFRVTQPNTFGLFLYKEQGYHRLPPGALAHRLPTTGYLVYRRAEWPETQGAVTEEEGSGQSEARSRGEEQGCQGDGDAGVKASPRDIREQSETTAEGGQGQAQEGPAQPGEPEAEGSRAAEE
MLLE-PAM2 inh = blocks PAM2 peptide binding to the PABP1 MLLE domain | inhibition, % at 20 µM | AID 588489 | GST-MLLE / FITC-PAM2 fluorescence polarization | 360,000 compounds, 0.36% hits; in the data active means inhibition above about 35%, passing the limit was not always enough;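 further: plate controls were DMSO wells with GST-MLLE for no effect and wells lacking GST-MLLE protein for full effect; some results filed as inactive read as strong as hits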
FAS TE block = blocks the thioesterase domain of human fatty acid synthase. P49327. recombinant FAS-TE, OMFH fluorogenic substrate, fluorescence endpoint. inhibition, % at 15 µM. 360,000 compounds, 0.67% hits. AID 602261;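 active means compounds whose normalised, plate-corrected inhibition of enzyme fluorescence in the single-dose primary screen is 50% or more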;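 further: 0% = DMSO with enzyme and 100% = substrate without enzyme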
CendR NRP1 mod = modulators of CendR peptide binding to human neuropilin-1; O14786; FAM-RPARPAR peptide binding to NRP-1, fluorescence polarization; inhibition, % at 25 µM; 360,000 compounds, 0.85% hits;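 active means inhibition or corrected inhibition above about 18%, plus a signal ratio from 0.5 to 1.5, limit read from the data, passing the limit was not always enough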; further: strong numbers were not always called active
Neddylation inh = cullin neddylation inhibition. P61081+Q13564. TR-FRET cullin neddylation, biochemical. calls only at 25 µM. 360,000 compounds, 0.58% hits; in the data active means inhibition above about 36%
MT1-MMP act inh = blocks activation of human MT1-MMP; HT1080 RFP-PRO-GFP cells, GFP/RFP ratio fluorescence, overnight; percent of plate control window, DMSO zero; 360,000 compounds, 0.061% hits; GFP/RFP ratio change, % at 20 µM; P50281;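 active means GFP/RFP ratio change of at least 30% with cell ATP level not reduced by more than half and red fluorescence within 50% of control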; further: strong numbers were not always called active
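Read-out: GFP/RFP fluorescence ratio; Test system: RFP-PRO-GFP reporter HT1080 cells; Compound dosing: single-point 20 µM compound, 1% DMSO; Times: overnight compound exposure at 37 °C.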
eLon inh = inhibitors of E. coli Lon protease | inhibition, % at 7.94 µM | AID 602123 | purified E. coli Lon protease, fluorescence polarization | 360,000 compounds, 0.42% hits | P0A9M0; in the data active means inhibition above about 13%, passing the limit was not always enough;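 further: 0% = enzyme with probe and DMSO and 100% = no enzyme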
Active calls of the source: *; i = inactive; . = no result given.

The line under a structure holds: MsrA act	SKN-1 block	Rin1 Abl inh	MLLE-PAM2 inh	FAS TE block	CendR NRP1 mod	Neddylation inh	MT1-MMP act inh	eLon inh
CC1(NC(=O)C23CC4CC(CC(C4)C2)C3)CCS(=O)(=O)C1 (centres undefined)
  0	3	-2	-7	-12	3	i	-2	-6
CCOc1ccc(C(=O)OC2CCCN(C)C2)cc1 (centres undefined)
  -3	-2	-2	16	-6	-2	i	-4	4
CC(Sc1nnc(-c2ccco2)n1N)C(=O)NCc1ccc2c(c1)OCO2 (centres undefined)
  -3	9	3	-14	-6	7	i	-1	0
O=C(COC(=O)CNC(=O)c1sc2ccccc2c1Cl)Nc1cc(Cl)cc(Cl)c1
  -3	8	3	-3	16	2	i	1	4
CN(C)C(CNC(=O)C1CCN(S(=O)(=O)c2ccccc2C(F)(F)F)CC1)Cc1ccccc1 (centres undefined)
  1	8	3	0	-4	-4	i	2	1
Oc1ccc(Cl)c2cccnc12
  -7	-10	-1	-11	-3	-13	i	5	6
Cc1ccc(C(=O)Nc2cccc(C(=O)O)c2)cc1S(=O)(=O)N1CCCCC1
  -1	-23	-1	0	5	-1	i	3	-1
Fc1cc(F)c2nc(Nc3nc4cc5c(cc4s3)OCO5)sc2c1
  -6	9	0	-17	2	-2	i	5	-12
COC(=O)Nc1nc(-c2ccccc2)c(C(=O)c2ccccc2)s1
  -2	3	0	6	8	7	i	14	0
CCSc1nnc(NC(=O)CN2C(=O)C3CC=CCC3C2=O)s1 (centres undefined)
  -6	2	-4	4	-6	1	i	0	-2
C=C(C)C(=O)Nc1cccc(C2=NOC3(C2)C[C@H](C(N)=O)N(C(=O)COc2ccc(Cl)cc2)C3)c1 (some centres undefined)
  -2	2	3	-6	-7	-9	i	2	-7
COc1cc(OC)c2cc(C(=O)N[C@H](C(=O)N3CCC[C@H]3C(=O)O)C(C)C)n(C)c2c1
  1	7	1	3	-4	6	i	4	0
O=C(CSc1nc2c(c(=O)n1-c1ccc(Cl)cc1)SCC2)N1CCOCC1
  -9	3	-1	10	0	11	i	-1	-1
CCCCn1c(SCC(=O)N2CCC(C(=O)OCC)CC2)nc2cc(S(N)(=O)=O)ccc21
  2	10	0	-4	0	-3	i	1	-2
CC(=O)Nc1c(F)cc(Br)cc1F
  8	-8	2	-6	-7	-8	i	1	-1
C/C(=N/NC(=O)c1ccc(C)s1)c1cccnc1
  -13	-10	3	-16	-5	-5	i	-4	5
CSc1nc(N(CCO)CCO)c2sc3nc(-c4ccco4)c4c(c3c2n1)CCC4
  -5	-12	-3	31	9	-129	i	1	-9
COc1ccc(NC(=O)CCc2nc(-c3ccccc3F)no2)cc1
  -5	-5	2	0	0	0	i	4	11
Cc1c(C)n(CC(O)CN2CCOCC2)c2ccccc12 (centres undefined)
  -1	10	0	-10	-8	-10	i	5	-1
CCc1c(O)nc(SCC(=O)Nc2ccc(OC)cc2)n(C2CCCCC2)c1=O
  -1	-12	-4	14	-3	-5	i	6	-4

4 compounds from above with just MsrA act, Rin1 Abl inh and MLLE-PAM2 inh.
smiles	MsrA act	Rin1 Abl inh	MLLE-PAM2 inh
CC(=O)Nc1c(F)cc(Br)cc1F	8	2	-6
Oc1ccc(Cl)c2cccnc12	-7	-1	-11
O=C(CSc1nc2c(c(=O)n1-c1ccc(Cl)cc1)SCC2)N1CCOCC1	-9	-1	10
CCc1c(O)nc(SCC(=O)Nc2ccc(OC)cc2)n(C2CCCCC2)c1=O	-1	-4	14

(more compounds)
The line under a structure holds: MsrA act	SKN-1 block	Rin1 Abl inh	MLLE-PAM2 inh	FAS TE block	CendR NRP1 mod	Neddylation inh	MT1-MMP act inh	eLon inh
S=c1[nH]c2ccccc2n1CCOc1ccccc1
  -3	0	1	-62	18	-2	i	-1	-8
O=C(CSc1nnc(COc2ccccc2)o1)c1ccccc1
  -3	-20	0	-50	6	-6	i	-2	5
CCCc1c(C(=O)N/N=C(\C)c2ccccn2)nnn1-c1nonc1N
  -3	15	-7	1	-12	-3	i	4	-16
O=C(NCCc1ccccc1)C1COc2ccccc2O1 (centres undefined)
  -2	-7	0	-3	-7	9	i	-1	1
Cc1ccccc1NC(=O)CN(C)S(=O)(=O)c1cccs1
  -5	6	4	4	-4	-10	i	1	-3
CC(=O)C[C@@H](O)CC(=O)[C@@H]1OC(=O)CC/C=C\Cc2ccccc21
  -10	5	1	0	-4	-13	i	-10	0
Cc1cc(C)c(S(=O)(=O)c2ccc(F)cc2)c(C)c1
  -6	-5	1	18	8	-7	i	-3	-17
COc1ccc(C(C)=O)cc1COC(=O)CCCN1C(=O)c2ccccc2C1=O
  -4	-9	0	-18	-41	14	i	3	1
O=C(NNC(=O)c1ccccc1-n1cccc1)c1ccc(Cl)cc1
  -3	37*	-4	-3	-8	-6	i	6	-8
O=C(c1ccc2nc[nH]c2c1)N1CCc2ccccc2C1
  -5	0	-1	-2	0	0	i	-3	-2
Cc1cc(C)nc(NS(=O)(=O)c2ccc(NC(=O)C3COc4ccccc4O3)cc2)n1 (centres undefined)
  -1	-4	3	2	-5	-3	i	-1	-4
O=S1(=O)C=C(SCc2ccccc2)Nc2ccccc21
  -8	-9	0	7	1	4	i	2	2
COC(=O)c1oc2c(c1C)C1(CCC2)SCCS1
  -1	25	-4	18	7	15	i	2	-8
CC(=O)c1c(C)[nH]c(C(=O)CSc2nnc(C3CCCCC3)n2N)c1C
  -3	13	-1	-55	-3	-1	i	10	-2
COC(=O)c1cccc(NC(=O)C2COc3ccccc3O2)c1 (centres undefined)
  -2	-1	-2	0	3	5	i	-8	1
CSc1ncccc1C(=O)OCC(=O)Nc1ccc(C)c(S(=O)(=O)N2CCOCC2)c1
  -4	1	1	-7	14	20*	i	7	-4
CC(=O)Nc1c2c(nn1-c1cccc(Cl)c1)CS(=O)C2 (centres undefined)
  -2	2	-6	4	-4	-3	i	3	0
Cc1nn(Cc2ccccc2Cl)c2sc(C(=O)Nc3nccs3)cc12
  -1	11	-2	-7	2	3	i	0	-3
CCCCC[C@@H](C)N1C[C@H](COCc2ccccc2)Oc2cc(N3CCC[C@H]3COC)ccc2S1(=O)=O
  -12	3	.	.	32	0	i	-9	-2
CCCCCCCCN1C(=O)[C@H](CC(=O)N2CCCCC2)C[C@@]2(C(=O)OC)CC(C)(C)CC=C12
  .	0	.	.	.	13	i	-19	.

A second format for some results above.
> O=C(NNC(=O)c1ccccc1-n1cccc1)c1ccc(Cl)cc1
  MsrA act = -3
  SKN-1 block = 37*
  Rin1 Abl inh = -4
  MLLE-PAM2 inh = -3
  FAS TE block = -8
  CendR NRP1 mod = -6
  Neddylation inh = i
  MT1-MMP act inh = 6
  eLon inh = -8

> O=C(c1ccc2nc[nH]c2c1)N1CCc2ccccc2C1
  MsrA act = -5
  SKN-1 block = 0
  Rin1 Abl inh = -1
  MLLE-PAM2 inh = -2
  FAS TE block = 0
  CendR NRP1 mod = 0
  Neddylation inh = i
  MT1-MMP act inh = -3
  eLon inh = -2

> Cc1cc(C)nc(NS(=O)(=O)c2ccc(NC(=O)C3COc4ccccc4O3)cc2)n1 (centres undefined)
  MsrA act = -1
  SKN-1 block = -4
  Rin1 Abl inh = 3
  MLLE-PAM2 inh = 2
  FAS TE block = -5
  CendR NRP1 mod = -3
  Neddylation inh = i
  MT1-MMP act inh = -1
  eLon inh = -4

> O=S1(=O)C=C(SCc2ccccc2)Nc2ccccc21
  MsrA act = -8
  SKN-1 block = -9
  Rin1 Abl inh = 0
  MLLE-PAM2 inh = 7
  FAS TE block = 1
  CendR NRP1 mod = 4
  Neddylation inh = i
  MT1-MMP act inh = 2
  eLon inh = 2

The listing picks up, repeating the four entries before the break.
The line under a structure holds: MsrA act	SKN-1 block	Rin1 Abl inh	MLLE-PAM2 inh	FAS TE block	CendR NRP1 mod	Neddylation inh	MT1-MMP act inh	eLon inh
CC(=O)Nc1c2c(nn1-c1cccc(Cl)c1)CS(=O)C2 (centres undefined)
  -2	2	-6	4	-4	-3	i	3	0
Cc1nn(Cc2ccccc2Cl)c2sc(C(=O)Nc3nccs3)cc12
  -1	11	-2	-7	2	3	i	0	-3
CCCCC[C@@H](C)N1C[C@H](COCc2ccccc2)Oc2cc(N3CCC[C@H]3COC)ccc2S1(=O)=O
  -12	3	.	.	32	0	i	-9	-2
CCCCCCCCN1C(=O)[C@H](CC(=O)N2CCCCC2)C[C@@]2(C(=O)OC)CC(C)(C)CC=C12
  .	0	.	.	.	13	i	-19	.
CCCCOc1ccc(C(C)NC(=O)CCS(=O)(=O)Cc2ccc(C)cc2)cc1 (centres undefined)
  1	1	4.4*	12	-12	8	i	1	13
O=C(CSc1nc2ccccc2c(=O)[nH]1)N1CCCCCC1
  -3	-2	0	-1	-7	-4	i	-3	2
Nn1c(SCc2cccc(Oc3ccccc3)c2)nnc1C(F)(F)F
  -1	13	2	-55	3	-4	i	-1	3
CCOC(=O)c1cn2nc(N3CCCC3)ccc2n1
  3	-1	-6	4	-5	2	i	0	0
Cc1cc(NC(=O)CSc2nc(C(C)C)nc3ccccc23)no1
  -4	-18	-13	25	-5	-3	i	-5	-5
O=C(c1ccccc1F)N1CCN(c2ccccc2)CC1
  -1	-5	0	-5	-7	-1	i	-2	-18
O=C(c1ccc(-n2cnnn2)cc1)N(C1CCCCC1)C1CCCCC1
  -3	8	1	2	2	-8	i	-6	1
CCOc1ccc(C(=O)NCC2CCCO2)cc1 (centres undefined)
  -5	7	4	-7	-7	-5	i	2	6
CCc1nc(Nc2ccc(NC(C)=O)cc2)c2oc3ccccc3c2n1
  -4	10	-2	-10	2	-6	.	4	10
CN(N=Nc1ccccc1C(=O)O)C1CCCCC1
  -7	13	-1	-13	-4	-16	i	0	-6
